Source: PubChem
phage Ecoli inh – E. coli growth loss with phage present. growth absorbance. inhibition, % at 11.9 µM. actives 0.26% (n = 360,000). AID 651602; in the data active = inhibition above about 11%
DSG3 Ab inh – blocks pemphigus antibody binding to human desmoglein-3; P32926; DSG3-coupled beads, scFv-anti-DSG3-GFP binding, flow cytometry; stronger effect = lower value; binding (percent of control), % at 10 µM; actives 0.48% (n = 310,000); AID 588358;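 active = binding more than 3 SD below its plate's average and above zero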;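 also: hits lower antibody fragment binding to DSG3; some compounds called inactive have numbers as strong as hits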
Target sequence (P32926 whole entry, looked up, the tested form may be a part): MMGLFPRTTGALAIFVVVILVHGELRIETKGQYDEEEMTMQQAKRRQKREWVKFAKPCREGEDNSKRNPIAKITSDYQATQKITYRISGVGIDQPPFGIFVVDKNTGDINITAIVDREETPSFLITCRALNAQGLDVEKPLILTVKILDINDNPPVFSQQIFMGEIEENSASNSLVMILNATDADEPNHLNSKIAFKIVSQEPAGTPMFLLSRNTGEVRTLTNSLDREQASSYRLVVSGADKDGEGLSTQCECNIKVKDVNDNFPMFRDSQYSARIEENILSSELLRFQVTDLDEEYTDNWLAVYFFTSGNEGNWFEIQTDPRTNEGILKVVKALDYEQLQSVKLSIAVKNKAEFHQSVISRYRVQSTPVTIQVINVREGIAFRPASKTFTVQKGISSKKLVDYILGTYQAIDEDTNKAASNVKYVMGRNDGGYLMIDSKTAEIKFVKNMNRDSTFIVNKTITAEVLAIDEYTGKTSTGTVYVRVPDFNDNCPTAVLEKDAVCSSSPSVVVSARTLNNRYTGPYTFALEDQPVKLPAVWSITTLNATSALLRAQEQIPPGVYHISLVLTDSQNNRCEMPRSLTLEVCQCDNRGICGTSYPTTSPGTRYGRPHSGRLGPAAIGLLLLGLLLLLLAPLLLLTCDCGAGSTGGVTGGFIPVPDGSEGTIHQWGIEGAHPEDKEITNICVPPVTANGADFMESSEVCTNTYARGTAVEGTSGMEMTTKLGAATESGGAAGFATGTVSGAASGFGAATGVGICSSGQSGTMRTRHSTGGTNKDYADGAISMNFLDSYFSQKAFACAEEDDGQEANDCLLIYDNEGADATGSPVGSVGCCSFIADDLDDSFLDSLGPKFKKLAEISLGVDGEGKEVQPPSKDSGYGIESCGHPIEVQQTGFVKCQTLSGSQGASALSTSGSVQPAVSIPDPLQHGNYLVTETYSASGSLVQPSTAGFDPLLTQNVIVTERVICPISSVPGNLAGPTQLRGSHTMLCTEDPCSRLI
PKA-R1A act – PKA-R1A complex activation | P00514+P68181 | PKA-R1A dissociation, Cy5-IP20 fluorescence polarization; scaled: DMSO 0%, 113 µM cGMP 100% | activation, % at 11.4 µM | actives 0.083% (n = 340,000) | AID 504707;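 active = percent activation above the mean of all tested compounds plus 3 SD, cut at about 19% in these data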;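 also: higher means more PKAc released from R1A so a rise in polarization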
The depositor's hits bear a star. This is a subset; rates above refer to the full screens.

Every second line gives: phage Ecoli inh, DSG3 Ab inh, PKA-R1A act
1: CCCN1CCN(C(=O)c2ccc3[nH]c(C)c(C)c3c2)CC1
  -0.5, 97.0, 1.6
2: COc1ccc(CCNC(=O)CCCn2c(=S)[nH]c3ccsc3c2=O)cc1OC
  3.4, 105.0, 0.6
3: CN(CCOc1ccccc1)C(=O)c1cc(S(=O)(=O)N2CCOCC2)c(Cl)cc1Cl
  -0.2, 97.6, -5.5
4: COc1ccc(C(=O)NCC2(c3ccc(OC)c(OC)c3)CCCC2)cc1OC
  0.2, 103.3, -1.7
5: O=C(Nc1ccc(C(=O)N2CCOCC2)cc1)c1ccccc1Cl
  1.6, 101.8, -2.8
6: CCN(CC)C(=O)C1=C(C)N(Cc2ccc(OC)cc2)C(=O)C(CC(=O)NCCc2ccccn2)C1 (stereo unspecified)
  2.0, 104.4, 9.2
7: COc1ccc(OC)c(CN2CCN(C(=O)c3ccc(S(=O)(=O)N4CCCCCC4)cc3)CC2)c1
  3.2, 101.8, -5.1
8: COc1ccc(C(=O)CSc2nc3nn(-c4ccccc4)c(=O)c-3c3n2CCCCC3)c(OC)c1
  1.2, 102.0, -1.1
9: O=C(CSc1nnc(-c2ccccc2F)n1C1CC1)N1CCCC1
  5.8, 98.5, -5.7
10: CC(=Nc1ccccc1)C1=C(O)C(Cc2cccc(F)c2)NC1=O (stereo unspecified)
  3.5, 113.3, 6.6

Given as tab-separated lines: two of the compounds above
#	compound	phage Ecoli inh	DSG3 Ab inh	PKA-R1A act
6	CCN(CC)C(=O)C1=C(C)N(Cc2ccc(OC)cc2)C(=O)C(CC(=O)NCCc2ccccn2)C1 (stereo unspecified)	2.0	104.4	9.2
3	CN(CCOc1ccccc1)C(=O)c1cc(S(=O)(=O)N2CCOCC2)c(Cl)cc1Cl	-0.2	97.6	-5.5

Next part.
Every second line gives: phage Ecoli inh, DSG3 Ab inh, PKA-R1A act
11: CC(C)(C)N1CC(C(=O)Nc2ccc(C(N)=O)cc2)CC1=O (stereo unspecified)
  1.3, 104.0, 17.1
12: CN1OC[C@@H]2CN(Cc3cc(Cl)cc(Cl)c3)[C@H](c3cccc(-c4ccc(C#N)cc4)c3)C[C@@H]21
  1.3, 101.5, 3.1
13: COc1ccc(-c2ccc3c(c2)S(=O)(=O)c2cccc(C(=O)N4CCN(c5ccccn5)CC4)c2C3=O)cc1OC
  0.7, 102.1, 4.9
14: Cc1ccc(S(=O)(=O)N2C[C@H]3n4c(=O)ccc(=O)n4C[C@H](OC(=O)NC4CCCC4)[C@@]3(O)C2)cc1
  2.6, 103.2, 2.7
15: O=C(CSc1nnc(CNC(=O)c2c(F)cccc2F)o1)c1ccc(Cl)cc1
  1.9, 99.9, 3.8
16: Cc1cn([C@H]2C[C@H](O)[C@@H](CNCc3ccc(N4CCN(C)CC4)cc3F)O2)c(=O)[nH]c1=O
  1.6, 101.3, -4.7
17: CCCCCCN1C[C@@H](O)[C@H](n2cc(-c3ccc(F)cc3)nn2)C[C@@H]1c1ccc(C)cc1
  0.8, 109.0, -6.2
18: CCN(CC)C(=O)C1=C(C)N(CCCN2CCCC2=O)C(=O)C(CC(=O)NCc2ccco2)C1 (stereo unspecified)
  3.1, 72.3, -1.6
19: CC(=O)Nc1ccc(S(=O)(=O)NN=c2sc3ccccc3n2C)cc1N
  3.2, 107.0, -0.3
20: CCc1cc(-c2cnnn2Cc2ccccc2)ccc1-c1cn(CC(C)C)nn1
  3.0, 107.3, 1.4
21: O=S1(=O)CCN(CCCc2ccccc2)CC1
  -0.2, 104.4, -1.0
22: O=C(NCc1cccnc1)c1cc(C(=O)NCc2cccnc2)cc([N+](=O)[O-])c1
  3.3, 102.2, 0.1
23: Nc1ccc(Oc2ccc(N)c([N+](=O)[O-])c2)cc1[N+](=O)[O-]
  -2.8, 101.7, 1.6
24: C[C@H]1CN([C@@H](C)CO)C(=O)c2cc(Br)cnc2O[C@H]1CN(C)S(=O)(=O)c1cccs1
  1.0, 100.1, -9.1
25: O[C@H]1C[C@H](c2ccccc2)N(Cc2cccs2)C[C@@H]1n1cc(-c2ccc(F)cc2)nn1
  0.7, 99.6, -13.8
26: Cc1cscc(C)c1=S
  3.6, 99.6, 0.3
27: CC(C)(C)c1csc(NC(=O)CCS(=O)(=O)c2ccc(F)cc2)n1
  1.6, 99.0, -1.1
28: O=C(CCc1nc2ccccc2c(=O)[nH]1)Nc1ccccc1N1CCCCC1
  4.6, 100.3, 4.4
29: CCOc1ccc(CN(C)C(=O)c2cccc(S(=O)(=O)Nc3ccccc3OC)c2)cc1OC
  5.1, 97.1, 1.9
30: CC(C)Oc1ccc(C(=O)N2CCC(CCC(=O)NC3CC3)CC2)cc1
  2.0, 97.2, -4.8
31: CC1=C(C(=O)N(C)C)CC(CC(=O)NCc2cccc3ccccc23)C(=O)N1Cc1ccccc1 (stereo unspecified)
  2.1, 106.8, -8.9
32: COCCNC(=O)C(=O)NCC1CCCN1S(=O)(=O)c1cccs1 (stereo unspecified)
  0.2, 109.6, -16.4
33: COC(=O)C1=C/CCCN(C(c2ccccc2)c2ccccc2)/C=C\1C(=O)OC
  1.3, 102.2, 4.2
34: C[C@H](CO)N1C[C@H](C)[C@H](CN(C)S(=O)(=O)c2cccc(F)c2)Oc2ncc(-c3cccc(C(=O)N(C)C)c3)cc2C1=O
  2.1, 100.6, -0.8
35: Cc1ccc(S(=O)(=O)CCC(=O)OCC(=O)NCc2ccc(F)cc2)cc1
  3.0, 95.7, -4.1
36: Cc1cn([C@H]2C[C@H](O)[C@@H](CNC=O)O2)c(=O)[nH]c1=O
  -0.7, 95.4, -9.4
37: O=C(CCCN1CCN(c2ccccc2)CC1)c1ccc(F)cc1
  1.1, 105.4, 5.2
38: COc1ccc(C(=O)NC(C(=O)N2CCN(C/C=C/c3ccccc3)CC2)C(C)C)cc1 (stereo unspecified)
  2.7, 100.3, 1.0
39: Cc1ccc(C(=Cc2ccc([N+](=O)[O-])cc2)C(=O)O)cc1
  1.3, 104.5, -9.0
40: C[C@@H]1CN([C@@H](C)CO)C(=O)CCCn2cc(nn2)CO[C@H]1CN(C)S(=O)(=O)c1cccc(C#N)c1
  1.8, 101.8, -8.0
41: Cc1cn([C@H]2C[C@H](O)[C@@H](CNCc3cccn3-c3nccs3)O2)c(=O)[nH]c1=O
  2.2, 98.7, -5.1
42: C=CCN(Cc1ccc(Br)s1)C(=O)c1ccc(OCc2c(C)noc2C)cc1
  1.7, 99.9, -0.1
43: COc1ccc(S(=O)(=O)N2CCCC(C(=O)NCc3cccnc3)C2)cc1C (stereo unspecified)
  1.2, 103.8, -2.2
44: COc1ccccc1CNC(=O)C[C@@H]1C[C@H]2c3cc(N(C)C)ccc3O[C@H]2[C@H](CO)O1
  0.4, 99.8, -5.3
45: CCCc1c(C(=O)N/N=C(\C)c2ccc3c(c2)OCO3)nnn1-c1nonc1N
  1.4, 105.5, -2.3
46: CCN(CC)CCCNC(=O)CNC(=O)c1nn(-c2ccc(OC)cc2OC)c(=O)c2ccccc12
  3.7, 99.6, -7.1
47: O=C(COc1ccc2ccc(=O)oc2c1)NCCN1CCOCC1
  4.2, 97.1, 1.1
48: C[C@H](CO)N1C[C@H](C)[C@@H](CN(C)C(=O)Nc2cccc(F)c2)Oc2ncc(Br)cc2C1=O
  2.6, 105.6, 4.7
49: O=C(COC(=O)/C=C/c1ccc(Cl)cc1)NC1CCS(=O)(=O)C1 (stereo unspecified)
  4.1, 107.1, 6.8
50: NC(=O)CN1C(=O)C2C3CCC(C3)C2C1=O (stereo unspecified)
  2.6, 112.2, -10.0

The list goes on, overlapping the part above by five compounds.
Every second line gives: phage Ecoli inh, DSG3 Ab inh, PKA-R1A act
46: CCN(CC)CCCNC(=O)CNC(=O)c1nn(-c2ccc(OC)cc2OC)c(=O)c2ccccc12
  3.7, 99.6, -7.1
47: O=C(COc1ccc2ccc(=O)oc2c1)NCCN1CCOCC1
  4.2, 97.1, 1.1
48: C[C@H](CO)N1C[C@H](C)[C@@H](CN(C)C(=O)Nc2cccc(F)c2)Oc2ncc(Br)cc2C1=O
  2.6, 105.6, 4.7
49: O=C(COC(=O)/C=C/c1ccc(Cl)cc1)NC1CCS(=O)(=O)C1 (stereo unspecified)
  4.1, 107.1, 6.8
50: NC(=O)CN1C(=O)C2C3CCC(C3)C2C1=O (stereo unspecified)
  2.6, 112.2, -10.0
51: CN(C)S(=O)(=O)c1cccc(NC(=O)C2CCCN(C(=O)c3ccc(Cl)cc3)C2)c1 (stereo unspecified)
  2.7, 100.8, 2.0
52: O=C(CCc1nnc(Cc2c[nH]c3ccccc23)o1)NCCC1CCCCO1 (stereo unspecified)
  -0.7, 103.3, -9.8
53: CC(C)NC(=O)N(C)C[C@@H]1OCc2cnnn2CCCC(=O)N([C@@H](C)CO)C[C@H]1C
  0.9, 105.2, 5.4
54: CN(CC(=O)NCC1CCCO1)S(=O)(=O)c1ccc2ccccc2c1 (stereo unspecified)
  2.9, 101.4, -5.0
55: COc1ccc(CC(=O)OCC(=O)Nc2ccc3[nH]c(=O)[nH]c3c2)cc1OC
  4.2, 99.8, 5.2
56: CCOC(=O)/C=C/C(=O)Nc1ccc(S(=O)(=O)Nc2cc(OC)nc(OC)n2)cc1
  3.6, 102.0, -4.9
57: Cc1ccc(S(=O)(=O)N2CCOCC2)cc1NC(=O)c1ccncc1
  4.9, 96.3, -4.5
58: O=C(c1ccccc1)C1CC1c1ccccc1 (stereo unspecified)
  2.6, 102.7, 2.5
59: CN(Cc1ccccc1)C(=O)CN1C(=O)NC2(CCCc3sccc32)C1=O (stereo unspecified)
  4.3, 107.1, -6.9
60: COc1cccc(S(=O)(=O)N(C)C[C@H]2Oc3cc(Br)ccc3S(=O)(=O)N([C@@H](C)CO)C[C@H]2C)c1
  2.6, 108.0, 4.3
61: COC(=O)c1c(C(=O)OC)c2c(-c3ccccc3)cc3cccc1n32
  1.6, 100.5, -1.1
62: COc1ccc(C(=O)OCc2ccccc2C#N)cc1S(=O)(=O)N1CCOCC1
  1.2, 106.1, 2.6
63: O[C@H]1CN(CC2CCCCC2)[C@@H](c2ccccc2)C[C@@H]1n1cc(C2CC2)nn1
  0.8, 102.7, -9.4
64: CC1Sc2ccc(C(=O)N(CCc3ccccc3)Cc3ccccc3)cc2NC1=O (stereo unspecified)
  1.5, 103.7, 0.8
65: NC(=O)C1CCN(C(=O)c2ccc(Cl)c(NC(=O)c3cccs3)c2)CC1
  3.0, 92.3, 3.6
66: Cc1cc(C)c(SSc2nnnn2-c2ccccc2)c(C)c1
  3.8, 106.3, 6.9
67: CCN(CC)C(=O)C1=C(C)N(CCC2=CCCCC2)C(=O)C(CC(=O)NCCN2CCOCC2)C1 (stereo unspecified)
  0.2, 97.8, 1.8
68: COc1cccc(C#Cc2ccc3c(c2)O[C@H](CN(C)S(=O)(=O)c2ccccc2F)[C@H](C)CN([C@H](C)CO)S3(=O)=O)c1
  -1.5, 97.2, -9.6
69: O=C(CC(NC(=O)OCc1ccccc1)c1nn[nH]n1)OCc1ccccc1 (stereo unspecified)
  2.4, 105.2, -1.1
70: COc1cc(NC(=O)C2=C(C)OCCS2)c(Cl)cc1C(=O)NCCCN1CCCC(C)C1 (stereo unspecified)
  0.2, 105.3, 3.0
71: CCOc1ccc(OCCC(=O)OCC(=O)c2c(N)n(CC(C)C)c(=O)n(C)c2=O)cc1
  0.1, 104.4, -5.0
72: O=C(NCC(=O)N1CCN(Cc2ccccc2)CC1)c1ccccc1Cl
  3.7, 105.1, 3.4
73: COc1ccc(NC(=O)C[C@H]2C(=O)N(c3ccc(Br)cc3)C[C@@H]2C)cc1
  4.5, 98.6, 8.6
74: O=C(CSc1ccccc1F)NC(=O)NC1CCCC1
  1.9, 106.3, 5.9
75: C[C@H](CO)N1C[C@H](C)[C@@H](CN(C)Cc2ccc(C(=O)O)cc2)Oc2ncc(-c3ccc(C(=O)N(C)C)cc3)cc2C1=O
  3.0, 112.2, 1.2
76: COc1ccc(-c2ccc(CN3C(C)C(=O)N(Cc4cn(Cc5ccco5)nn4)CCS3(=O)=O)cc2)cc1 (stereo unspecified)
  0.1, 101.8, 3.5
77: CC(C)OC(=O)N(C)C[C@@H]1OCc2cn(nn2)CCCC(=O)N([C@@H](C)CO)C[C@H]1C
  1.3, 95.6, -6.5
78: Cc1ccc([C@H]2C[C@@H](n3cc(-c4ccc(F)cc4)nn3)[C@H](O)CN2Cc2cccs2)cc1
  2.3, 104.8, -0.5
79: C[C@@H]1CN([C@@H](C)CO)C(=O)c2c(c3ccccc3n2C)-c2ccccc2CO[C@H]1CN(C)C(=O)[C@H](C)c1ccccc1
  0.7, 98.2, -5.1
80: COc1ccc(-c2cc3nc(-c4ccccc4)cc(N4CCN(C(=O)c5ccsc5)CC4)n3n2)cc1
  -0.9, 112.4, -9.5
81: COc1cc(Cc2cc(OC)c(O)c(OC)c2)cc(OC)c1O
  3.5, 108.2, 0.0
82: O=C1NC(=O)C2(CCCc3ccc([N+](=O)[O-])cc32)N1 (stereo unspecified)
  3.6, 97.0, 3.7
83: O=C(Nc1cccc(-c2cccc(Cl)c2)c1)C1CCN(Cc2nccs2)CC1
  5.8, 99.0, -2.4
84: CC1C(=O)N(Cc2cn(Cc3ccco3)nn2)CCS(=O)(=O)N1Cc1ccc(-c2ccccc2)cc1 (stereo unspecified)
  2.3, 103.8, 4.4
